# FEN1 inh: inhibitors of human flap endonuclease 1; P39748; Recombinant FEN1 flap cleavage, fluorescence, 15 min; Potency, µM (doses to about 114 µM), for the others: top-dose activity change, negative = inhibition, hits mostly inhibitors; 0.35% of 390,000 active; AID 588795; further: nearly all actives have a fitted effect of over 65% in size
# Target sequence (P39748 whole entry, looked up): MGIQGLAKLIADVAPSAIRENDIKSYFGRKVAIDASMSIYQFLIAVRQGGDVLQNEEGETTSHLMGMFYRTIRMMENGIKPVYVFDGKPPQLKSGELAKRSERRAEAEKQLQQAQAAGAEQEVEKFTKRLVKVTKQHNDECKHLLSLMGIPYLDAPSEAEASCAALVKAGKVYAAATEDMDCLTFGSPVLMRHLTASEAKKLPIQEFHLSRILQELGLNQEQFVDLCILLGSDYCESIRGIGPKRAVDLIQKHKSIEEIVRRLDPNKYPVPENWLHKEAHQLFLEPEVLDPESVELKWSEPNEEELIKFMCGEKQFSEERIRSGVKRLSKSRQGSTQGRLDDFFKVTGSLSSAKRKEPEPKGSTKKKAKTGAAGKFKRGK
#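 FEN1 at 10 nM, compound pretreatment for 15 min (room temperature), 50 nM final substrate to initiate; endpoint reads at 0 and 15 min; DMSO-only plates used as vehicle background.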
# N370S GC: inhibits or activates N370S mutant glucocerebrosidase. P04062. N370S GC spleen homogenate, 4MU-glucoside fluorescence. Potency, µM (doses to about 59.4 µM), inactives show top-dose activity change, negative = inhibition, hits mostly inhibitors. 0.092% of 330,000 active. AID 2101;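 further: 0% = full enzyme activity and -100% = no enzyme basal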
# TDP1 block: inhibitors of human tyrosyl-DNA phosphodiesterase TDP1 | recombinant TDP1, AlphaScreen DNA substrate cleavage | 0.28% of 350,000 active | Potency, µM (doses to about 130 µM), for the others: at the highest dose activity change, negative = inhibition, usual class: inhibitors | Q9NUW8; further: nearly all actives have a fitted effect of over 40% in size
# Target sequence (Q9NUW8 whole entry, looked up): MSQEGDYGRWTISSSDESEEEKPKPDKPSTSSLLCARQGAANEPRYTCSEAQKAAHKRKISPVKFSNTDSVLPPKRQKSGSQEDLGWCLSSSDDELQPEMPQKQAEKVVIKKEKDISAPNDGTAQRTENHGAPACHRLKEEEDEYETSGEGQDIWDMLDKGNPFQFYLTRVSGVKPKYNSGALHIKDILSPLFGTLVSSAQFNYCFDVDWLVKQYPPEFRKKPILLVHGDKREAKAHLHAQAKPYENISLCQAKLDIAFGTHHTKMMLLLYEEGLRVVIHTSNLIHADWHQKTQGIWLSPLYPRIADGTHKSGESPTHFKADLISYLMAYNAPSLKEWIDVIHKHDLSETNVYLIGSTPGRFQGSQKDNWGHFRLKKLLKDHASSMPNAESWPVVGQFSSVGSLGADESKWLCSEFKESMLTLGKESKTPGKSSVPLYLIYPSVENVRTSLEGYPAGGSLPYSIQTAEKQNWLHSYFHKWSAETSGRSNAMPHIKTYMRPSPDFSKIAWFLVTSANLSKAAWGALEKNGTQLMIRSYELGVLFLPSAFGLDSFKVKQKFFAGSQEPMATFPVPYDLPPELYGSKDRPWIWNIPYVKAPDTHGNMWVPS
#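 E. coli-derived human Tdp1, 1 nM final. Cpd preinc 15 min RT; substrate 15 nM final, 5 min RT; AS bead mix 10 ug/ml final, 10 min RT. Signal loss = tyrosine-FITC cleavage. No-enzyme wells = max signal.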
# The depositor's hits bear a star; ? = inconclusive; . = no result given; & = joins results of further samples; [ ] = remark or other dose. The call rests on the fitted dose curve; in most records, active means well fitted curve in the direction sought with a large enough effect; inconclusive means small, poorly fitted or top-dose-only effect, or another doubt; inactive means no such curve, though single readings can be large; an effect the other way counts as inactive or inconclusive. Unless noted, on the % scale 0 is the no-effect control and ±100 the full control effect; potency means the concentration at half of the fitted maximal effect. An unsorted share of the library (roughly 0.53% active in at least one column).
FEN1 inh	N370S GC	TDP1 block	molecule
11%	-4%	0%	CC1=CC(C)C2C(=O)N(CCC[N+](C)(C)C)C(=O)C2C1 (stereo not given)
-16%	20%	-5%	Cc1cccc2cc3c(N)c(C(=O)N4CCOCC4)sc3nc12
10%	.	0%	COc1cccc(NC(=O)Cn2c(=O)n(-c3ccc(Cl)cc3)c(=O)c3oc4ccccc4c32)c1
0%	0%	-1%	O=C(Cc1ccccc1)NCC(=O)N1CCC1
-16%	26%	-14%	CNc1nc(Sc2ccccc2)cc(C(F)(F)F)n1
-7%	-13%	.	CC1CCN(Cc2cc(=O)oc3ccc(C(C)C)cc23)CC1
20%	-1%	2%	O=C(CCNC(=O)C1CCN(S(=O)(=O)c2ccc(F)cc2)CC1)NCc1ccccc1
0%	?	-9%	COc1ccccc1OCC(=O)NC1CCCc2ccccc21 (stereo not given)
0%	-14%	9%	Cc1ccc(C2(c3ccc(C)cc3)CC2C(=O)Nc2ccc([N+](=O)[O-])cc2O)cc1 (stereo not given)
-4%	-13%	6%	CCCCOc1ccc(NC(=O)[C@@H]2CCCN2C(=O)C2CCN(S(=O)(=O)c3ccc(C)cc3)CC2)cc1
1%	-24%	-1%	CCOC(=O)c1ccccc1-c1cn2cc(Cl)ccc2n1
-19%	.	3%	CCOc1ccc(-c2cc(OC(=O)c3ccc(F)cc3)c3c(C)oc(C)c3c(=O)c2)cc1
-5%	-2%	8%	COc1ccc(OC)c(-c2csc(NC(=O)C3=NNC(=O)CC3)n2)c1
-8%	-4%	5%	COC(=O)C1=C(C)N=C2SC(C#N)=C(N)N2C1c1cccc(OC)c1 (stereo not given)
-1%	8%	1%	COc1ccccc1NC(=O)c1cnc2c(-c3ccccc3)c(C)nn2c1C
-14%	6%	.	CCOc1cc2[nH]c(=S)n(Cc3ccc(C(=O)O)cc3)c(=O)c2cc1OCC
?	.	6%	Cc1cc2oc(C(=O)Nc3ccc(S(=O)(=O)Nc4onc(C)c4C)cc3)cc(=O)c2cc1C
-15%	.	2%	Oc1ccc(NCc2ccccc2OCc2ccc(Cl)cc2)cc1
3%	7%	4%	COC(=O)C1=C(CS(=O)(=O)c2ccc(Cl)cc2)NC(=O)NC1c1ccc(O)c(OC)c1 (stereo not given)
-10%	15%	0%	Cc1cc(C(=O)OCc2nc3ccccc3s2)c(C)o1

# Molecules above that contain four or more nitrogen atoms, in the order listed:
FEN1 inh	N370S GC	TDP1 block	molecule
-5%	-2%	8%	COc1ccc(OC)c(-c2csc(NC(=O)C3=NNC(=O)CC3)n2)c1
-8%	-4%	5%	COC(=O)C1=C(C)N=C2SC(C#N)=C(N)N2C1c1cccc(OC)c1 (stereo not given)
-1%	8%	1%	COc1ccccc1NC(=O)c1cnc2c(-c3ccccc3)c(C)nn2c1C

# Further results.
FEN1 inh	N370S GC	TDP1 block	molecule
-6%	-8%	0%	Cc1ccc(C(=O)CCNc2ccc(F)c(Cl)c2)o1
7%	1%	5%	COc1ccc(C2CC(=O)N(C)c3ccccc3S2)cc1 (stereo not given)
-19%	-11%	0%	CCCCCOc1ccc2oc(=O)c3c(c2c1)CCCN3C(=O)CN1CCCC(C(=O)OCC)C1 (stereo not given)
?	-1%	8%	CCn1c(/C=C/Nc2ccccc2)[n+](CC)c2cc(Cl)c(Cl)cc21
-15%	-7%	5%	CCC(=O)Nc1ccc(Cl)c(NC(=O)c2ccccc2OC)c1
1%	-11%	1%	O=C(CCSCc1ccccc1F)NCCc1ccccc1
-9%	.	1%	Cc1ccccc1OCC(=O)NNC(=O)Cn1[nH]c(=O)c2ccccc2c1=O
2%	.	1%	COc1ccc(-c2ccc3oc(-c4ccsc4)cc(=O)c3c2)cn1
-15%	5%[89.1 µM]	0%[56.1 µM]	CC(=O)Nc1ccc(-c2c(C)cc3oc(=O)cc(-c4ccccc4)c3c2C)cc1
6%	-24%	0%	Cc1ccccc1NC(=O)CN1C(=S)NC(C)(C)CC1C (stereo not given)

# Part of the list above in order of formula weight, rising:
FEN1 inh	N370S GC	TDP1 block	molecule
-6%	-8%	0%	Cc1ccc(C(=O)CCNc2ccc(F)c(Cl)c2)o1
6%	-24%	0%	Cc1ccccc1NC(=O)CN1C(=S)NC(C)(C)CC1C (stereo not given)
-15%	-7%	5%	CCC(=O)Nc1ccc(Cl)c(NC(=O)c2ccccc2OC)c1
2%	.	1%	COc1ccc(-c2ccc3oc(-c4ccsc4)cc(=O)c3c2)cn1
?	-1%	8%	CCn1c(/C=C/Nc2ccccc2)[n+](CC)c2cc(Cl)c(Cl)cc21
-15%	5%[89.1 µM]	0%[56.1 µM]	CC(=O)Nc1ccc(-c2c(C)cc3oc(=O)cc(-c4ccccc4)c3c2C)cc1
-19%	-11%	0%	CCCCCOc1ccc2oc(=O)c3c(c2c1)CCCN3C(=O)CN1CCCC(C(=O)OCC)C1 (stereo not given)

# More records.
FEN1 inh	N370S GC	TDP1 block	molecule
2%	.	-5%	O=C(Cn1c2ncccc2c(=O)n1-c1ccccc1)Nc1ccc(F)c(F)c1
-3%	0%	-1%	CCc1cccc(C)c1NC(=O)CN(C)Cc1cccc(F)c1
0%	6%	5%	C=CCNC(=O)/C(=C\c1ccc(OC)cc1)NC(=O)c1ccc([N+](=O)[O-])cc1
-1%	.	0%	COc1ccc(CCNC(=O)Cc2c(C)c3c(cc(C)c4c(C)coc43)oc2=O)cc1
-4%	3%	.	Cc1ccc(C2SCC(=O)N2Cc2ccccc2)cc1 (stereo not given)
14%	-3%	2%	CC(C)(C)n1nnnc1C(c1cccnc1)N1CCN(c2cccc(C(F)(F)F)c2)CC1 (stereo not given)
-4%	-7%	.	O=C(NCc1cccs1)C1CCN(S(=O)(=O)c2cccc([N+](=O)[O-])c2)CC1
2%	10%	-5%	CCOC(=O)N1CCN(C(=O)c2ccc(CSc3ccc(Cl)cc3)cc2)CC1
-5%	20%	0%	Cc1ccc(CC(=O)N2CCN(c3ccccn3)CC2)cc1
16%	-8%	2%	Cc1ccccc1NC(=O)Cc1nc(COC(=O)C(C)C)cs1
-16%	1%	-10%	CC1Cc2ccccc2N1C(=O)C1CCCCN1S(=O)(=O)c1ccccc1 (stereo not given)
0%	-1%	0%	CCc1ccccc1NC(=O)CCc1nc(-c2cccs2)no1
.	5%	3%	COc1ccccc1/C=N/NC(=O)c1ccc(NC(=O)c2cccc([N+](=O)[O-])c2)cc1
-17%	4%	-8%	COC(=O)c1ccc(CS(=O)(=O)c2ccccc2C)o1
-2%	-19%	3%	COCCCC1CCN(C(=O)C2CCC(=O)N(C3CCCC3)C2)CC1 (stereo not given)
12%	5%	.	Cc1nc([N+](=O)[O-])cn1CC(=O)c1ccc(OC(F)(F)F)cc1
-17%	-16%	-7%	CCOC1(OCC)C(c2ccc(Cl)cc2)C(C#N)(C#N)C1(OCC)OCC (stereo not given)
.	0%[12.8 µM]	9%[21 µM]	CCOC(=O)N/N=C1/C[C@@H](O)[C@@H](O)[C@@H]2[C@@H]3C(=O)N([C@@H](C)c4ccccc4)C(=O)[C@H]3CC[C@H]12
0%	-6%	.	CSc1nsc(SCC(=O)Nc2ccccc2C(N)=O)n1
13%	20%	3%	O=C(Nc1ccc2c(c1)OCCO2)c1cnc2n(c1=O)CCS2
?	-3%	.	COc1cc2c(cc1OC)C(C)N(C(=O)/C=C/c1cc(OC)c(OC)c(OC)c1)CC2 (stereo not given)
-1%	9%	6%	Cc1ccc(C)c(NC(=O)C2(C)CC3c4ccccc4C2c2ccccc23)c1 (stereo not given)
-1%	-4%	.	CC(=O)c1ccc(N(C(=O)c2ccco2)C(C(=O)NC2CCCC2)c2cccs2)cc1 (stereo not given)
3%	2%	4%	C/C(=N\NC(=O)c1ccccc1F)c1cccc(NC(=O)c2ccccc2)c1
-6%	-13%	.	Cc1[nH]c(=O)c(C#N)c(C)c1CCC(=O)NCc1ccc(Cl)cc1
4%	.	5%	CCc1cc(=O)oc2c(C)c3c(cc12)CN(CCc1ccccc1OC)CO3
-9%	-2%	3%	CCCCc1nc2ccccc2n1CC(=O)NN
-5%	3%	3%	CCOC(=O)C(=O)c1c(-c2ccc(C)cc2)nc2ccccn12
4%	17%	4%[56.1 µM]	Cc1oc(-c2nc3ccccc3n2C)cc1C(=O)c1ccccc1
.	10%[12.8 µM]	16%[21 µM]	COc1ccc(-c2ccc3c(n2)CCCN3C[C@H](O)CN2CCCc3nc(C)c(C)cc32)cc1
1%	9%	-5%[0.0935 µM]	CCOCc1nnc(NC(=O)CS(=O)(=O)c2ccc(C)cc2)s1
.	-11%	5%	CC1COC(=O)O1 (stereo not given)
-9%	13%	0%	COC(=O)c1sc2nc(C)nc(SCC(=O)C(C)(C)C)c2c1C
0%	-6%	9%	O=C(NC(=S)Nc1cccc2cc(O)ccc12)c1ccccc1Br
1%	.	2%	Cc1ccc(NC(=O)C2CCCN2S(=O)(=O)c2cccc3cccnc23)cc1 (stereo not given)
?	0%	8.9µM*	CCOC(=O)CN1C(=O)S/C(=C\c2ccc(-c3ccc(C(=O)O)c(Cl)c3)o2)C1=O
-9%	7%	1%	CCn1c(SCC(=O)c2ccc(Br)cc2)nnc1C(C)NC(=O)Cc1ccc(OC)cc1 (stereo not given)
-8%	5%	1%	COc1ccc(OC)c(C2=NOC(C(=O)NCc3cccs3)C2)c1 (stereo not given)
3%	6%	.	CCC(C)NC(=O)Nc1ccc(Br)cc1Cl (stereo not given)
-2%	-19%	4%	Cc1ccc(N(CC(=O)NCc2ccco2)C(=O)CNS(=O)(=O)c2ccc(F)cc2)c(C)c1
-3%	6%	-5%	COc1ccc(C)cc1NC(=O)Nn1cnnc1
-3%	8%	3%	COc1ccc(NS(=O)(=O)c2ccc(SC)cc2)c(OC)c1
-1%	12%	.	Cc1coc2cc3oc(=O)c(CCC(=O)N4C[C@H]5C[C@@H](C4)c4cccc(=O)n4C5)c(C)c3cc12
-6%	17%	-3%	O=C(N/N=C\c1cn[nH]c1-c1ccccc1)c1cccs1
-5%	-14%	11%	Cc1ccc2c(c1)c(C)c(C)n2CC(O)Cn1nc(C)c(Br)c1C (stereo not given)
0%&7%	28%	1%&3%	CCOc1ccccc1CNC(=O)CCCn1ccc2cc(S(=O)(=O)N3CCCC3)ccc21
20%	2%	.	CC(NS(=O)(=O)c1ccc2c(c1)C(C)(C)C(=O)N2C)c1ccccc1 (stereo not given)
-25%	.	3%	C[C@H]1CN([C@@H](C)CO)C(=O)Cc2cc(NC(=O)CCC(F)(F)F)ccc2O[C@H]1CN(C)Cc1ccc(C(F)(F)F)cc1
-16%	?	12%	CSCCC(/C(O)=C(\C#N)c1nc2ccccc2[nH]1)N1C(=O)c2ccccc2C1=O (stereo not given)
-3%	2%	5%	O=C(Nc1nnc(-c2ccc3c(c2)OCCO3)o1)C1CCCCC1

# Whole records from above.
# `COc1ccc(-c2ccc3oc(-c4ccsc4)cc(=O)c3c2)cn1` is listed as FEN1 inh: 2%; N370S GC: .; TDP1 block: 1%
# `CSc1nsc(SCC(=O)Nc2ccccc2C(N)=O)n1` is listed as FEN1 inh: 0%; N370S GC: -6%; TDP1 block: .

# Further compounds.
FEN1 inh	N370S GC	TDP1 block	molecule
0%	4%	1%	Cc1[nH]c2ccccc2c1C(=O)CSc1ccccn1
1%	.	-1%	Cc1cc(C)cc(-n2c(SCC(=O)Nc3ccccc3F)nc3c(oc4ccccc43)c2=O)c1
-2%	.	2%	COc1ccc(-c2nc(S(=O)(=O)c3ccccc3)c(N3CCC(C)CC3)o2)cc1
-9%	4%	0%	Cc1cccc(NC(=O)CSc2nnc(CSc3nc(C)cc(C)n3)n2Cc2ccco2)c1
-22%	-16%	.	COc1cccc(/C=N/Nc2nc(-c3cccnc3)nc3ccccc23)c1
10%	.	1%	COc1ccc(S(=O)(=O)c2cc3cc(OC)ccc3oc2=O)cc1
-2%	7%	.	CCOC(=O)c1ccccc1-n1nnnc1C
-4%	0%	.	COc1ccc2nc(NC(=O)c3ccc([N+](=O)[O-])o3)sc2c1
-2%	0%	3%	Cc1c(Br)c([N+](=O)[O-])nn1CC(=O)Nc1ccc2nc3n(c(=O)c2c1)CCCC3
.	14%	-7%	Cn1c(SCC(=O)NCc2ccccc2)nc2c([nH]c3ccccc32)c1=O
14%	.	0%	CCOC(=O)c1oc2c(c1C)-c1nn(Cc3c(F)cccc3Cl)cc1CC2
-21%	.	-4%	CCOCCCn1c(SCC(=O)Nc2ccc(CC)cc2)nc2ccccc2c1=O
1%	-11%	4%	COCCCN1C(=O)C(=O)/C(=C(/O)c2ccc(S(=O)(=O)N3CCCCC3)cc2)C1c1ccc(OC)cc1 (stereo not given)

# Screening data from PubChem.
